# Screens (PubChem)
# MITF TRPM1 inh: inhibitors of MITF-dependent TRPM1 promoter reporter, primary screen, cell-based, SK-MEL-5, single point, luciferase; SK-MEL-5 TRPM1 promoter luciferase, 24 h; inhibition, % at 12.5 µM; 0.83% of 330,000 active;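 active = mean inhibition across replicates of 60% or more, whatever share of single replicates reaches that level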; also: values of inactives mirror those of a sister screen read the other way
# Shn3 inh set2: reduction of Shn3 3'UTR firefly luciferase signal, primary screen, Schnurri-3 inhibitor project, cell-based, Clone20 osteoblasts, set 2. 0.52% of 360,000 active. Clone20 osteoblast Shn3 3'UTR firefly luciferase, 24 h. AID 588674, 2011. inhibition, % at 12.5 µM;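 active = mean inhibition of at least 75% with every replicate also reaching 75%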;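 also: 0% = median of neutral control wells and 100% = pilot-screen positive control compound; some compounds past the cut are filed as inactive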
# CaV13 ICDI inh: Primary screen for inhibitors of IQ motif and Ca2+-dependent inactivation inhibitor domain binding in CACNA1D, Förster resonance energy transfer in living cells, …; AID 743397; HEK cells, CFP/YFP FRET ICDI-IQ, plate reader, 10 min; percent FRET-ratio fall versus neutral wells; 0.098% of 340,000 active; inhibition, % at 12.3 µM;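 active = mean replicate inhibition of at least 30% and at least 1% of replicates passing that level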;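 also: 0% = median of the neutral control wells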
# Peg3 prom inh: Peg3 promoter-driven luciferase inhibitors, primary screen, cell-based, HeLa, luciferase luminescence; HeLa PEG-Prom luciferase reporter, overnight; inhibition, % at 20 µM; 1.7% of 360,000 active;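 active = inhibition of at least 50% at 20 µM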
# KKLEB tox: cytotoxicity in KKLEB CF airway cells, primary screen, cytotoxicity control for CF NF-kB inhibitor project, cell-based, uHTS, fluorescence assay plates; KKLEB CF airway cells viability, ATPlite luminescence, overnight; active compounds read low; cells stimulated with P. aeruginosa culture filtrate; activity change (cytotoxicity), % at 5 µM; 0.36% of 360,000 active;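 active = corrected activity change at or below -50% at 5 µM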
# NR2E3 ag-1: NR2E3 agonists in two-hybrid cells, primary screen, cell-based, luminescence, CHO-S, Gal4-NCOR/VP16-NR2E3. 0.35% of 360,000 active. Photoreceptor-specific nuclear receptor (Homo sapiens), Q9Y5X4. luciferase. AID 602229, 2012. inhibition of corepressor binding, % at 3.98 µM;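 active = inhibition above the mean of all tested compounds plus 3 SD, cut at about 70% in these data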;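 also: 0% = DMSO with NR2E3 transfected cells and 100% = cells lacking NR2E3 construct; higher means lower luciferase signal from less NR2E3 corepressor binding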
# Target sequence (Q9Y5X4 whole entry, looked up, the tested form may be a part): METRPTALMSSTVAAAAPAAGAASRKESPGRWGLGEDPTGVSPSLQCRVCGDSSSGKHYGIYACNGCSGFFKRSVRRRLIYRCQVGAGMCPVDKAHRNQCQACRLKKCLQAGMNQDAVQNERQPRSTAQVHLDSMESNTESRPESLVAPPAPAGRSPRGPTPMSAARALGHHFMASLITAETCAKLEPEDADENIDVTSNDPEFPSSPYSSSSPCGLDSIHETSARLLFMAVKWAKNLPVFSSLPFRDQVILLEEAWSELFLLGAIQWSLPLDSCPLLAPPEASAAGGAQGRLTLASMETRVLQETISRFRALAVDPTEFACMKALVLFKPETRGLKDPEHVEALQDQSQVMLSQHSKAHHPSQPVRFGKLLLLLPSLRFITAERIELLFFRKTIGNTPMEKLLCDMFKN
# NR2E3 ag-2: inhibitors of NR2E3-RetCOR corepressor binding, primary screen, NR2E3 agonist project, biochemical, TR-FRET, GST-NR2E3, biotin-RetCOR; inhibition of corepressor binding, % at 4.78 µM; AID 2300, 2010; Photoreceptor-specific nuclear receptor (Homo sapiens), Q9Y5X4; 1536-well; 0.12% of 320,000 active;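 active = percent inhibition above the cutoff of mean plus 3 SD of all tested compounds, set per screening campaign, cut at about 20% in these data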;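 also: 0% = DMSO wells and 100% = biotin wells as full block of FRET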
#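 Test system: GST-NR2E3 and biotin-RetCOR proteins | Quantity: 1.35 nM GST-tagged NR2E3 final | Medium: Tris pH 7.5 | Also added: 7 nM biotin-RetCOR | Dosing: Compound at 4.8 µM, single dose | Timing: 5 h at 4 °C | Detection: Time-resolved FRET | Read-out basis: Percent inhibition | Benchmarks: Biotin wells as high control, 0.6% DMSO wells as low control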
# HIF-2a inh: HIF-2a reporter inhibitors, primary screen, luminescence, 786-0 RCC cells | 786-0 RCC cells HIF-2a reporter, luciferase luminescence, overnight | 0.72% of 360,000 active | inhibition, % at 18.8 µM;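 active = inhibition of the luminescence signal of 40% or more relative to plate controls, in a single-dose primary screen at 18.75 µM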
# CF NFkB block: inhibitors of PAF-induced NF-kB signaling, primary screen, cell-based, GFP fluorescence, uHTS; inhibition, % at 5 µM; KKLEB NF-kB-GFP reporter, GFP fluorescence overnight; AID 588850, 2011; 0.86% of 360,000 active;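 active = at least 50% inhibition at 5 µM, scaled per plate between neutral and stimulator controls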;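 also: PAF is a Pseudomonas aeruginosa culture filtrate used as stimulus; plate controls were PAF-stimulated DMSO wells for no effect and unstimulated DMSO wells for full effect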
# PDI turbidity: inhibitors of human PDI, primary screen, biochemical, turbidity, single point, plate reader; Protein disulfide-isomerase (Homo sapiens), P07237; PDI insulin aggregation turbidity, A650, 90 min; inhibition, % at 10 µM; 0.052% of 350,000 active;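 active = mean inhibition across replicates of 30% or more, whatever share of single replicates reach that level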;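 also: absorbance from insulin aggregation driven by PDI reduction with DTT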
# Target sequence (P07237 whole entry, looked up): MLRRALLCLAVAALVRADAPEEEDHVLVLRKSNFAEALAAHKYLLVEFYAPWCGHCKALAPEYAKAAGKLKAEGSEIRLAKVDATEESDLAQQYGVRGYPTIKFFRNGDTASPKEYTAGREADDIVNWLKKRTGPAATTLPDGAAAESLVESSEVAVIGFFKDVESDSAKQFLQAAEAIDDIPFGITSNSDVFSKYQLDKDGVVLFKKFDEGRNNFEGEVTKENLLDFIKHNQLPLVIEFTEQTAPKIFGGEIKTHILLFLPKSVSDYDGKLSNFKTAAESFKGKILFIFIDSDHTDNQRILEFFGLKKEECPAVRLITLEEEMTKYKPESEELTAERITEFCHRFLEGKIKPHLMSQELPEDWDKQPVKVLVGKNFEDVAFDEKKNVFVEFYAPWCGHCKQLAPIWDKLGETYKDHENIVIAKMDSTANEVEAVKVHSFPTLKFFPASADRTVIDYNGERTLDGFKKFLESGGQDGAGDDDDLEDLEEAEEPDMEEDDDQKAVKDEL
# Vif inh: HIV Vif self-association inhibitors, primary screen, imaging, HEK293T, single point; HEK293T cells, Vif self-association by quenched fluorescence, 24 h; inhibition, % at 7.49 µM; 0.35% of 340,000 active; AID 602346, 2012; in the data active = inhibition above about 50%, passing the limit was not always enough; also: some results filed as inactive read as strong as hits
# Numbers without * were called inactive; / = no result given.
SMILES,MITF TRPM1 inh,Shn3 inh set2,CaV13 ICDI inh,Peg3 prom inh,KKLEB tox,NR2E3 ag-1,NR2E3 ag-2,HIF-2a inh,CF NFkB block,PDI turbidity,Vif inh
COc1cc(C(c2sc3nc(C)nn3c2O)N2CCC3(CC2)OCCO3)cc(OC)c1OC (configuration not stated),5,-7,-5,15,-4,-10,-2,8,8,18,15
CC(C)CNC(=O)/C=C/C(=O)O,1,-23,-17,8,9,-4,4,15,-7,-8,2
COC(=O)C(=N/Nc1ccccc1C(=O)OC)/C(C)=N/O,-3,5,-6,9,2,21,2,8,-8,-3,-3
O=Cc1c(NCc2ccco2)nc2ccccn2c1=O,-3,-14,-13,-47,6,-11,3,-60,-15,5,-2
Cc1ccc(-c2noc(CN3CCCCC3)n2)cc1,-74,-152,-4,-282,-6,-58,-1,-234,0,-1,-3
Cc1cccc(C)c1NC(=O)C(=O)NCCOc1ccc(Cl)cc1,4,23,-4,2,-21,-6,-3,18,7,8,-9
COc1cc(C(=O)OCC(=O)N(C)C)cc(NC(=O)c2ccco2)c1OC,1,-11,-5,24,-2,-10,1,4,-18,-1,-17
CSc1ncc(Cl)c(C(=O)Nc2ccc(NC(C)=O)cc2)n1,-14,-77,-2,-4,8,-36,-6,-5,-16,-2,-2
CN(C)CCCOC(=O)C1c2ccccc2Oc2ccccc21,-12,10,/,0,2,-12,1,18,7,8,16
CCOC(=O)c1[nH]c(C)c(C(=O)Nc2ccccc2C)c1C,6,-18,-11,-25,-9,-69,1,-49,17,/,30
CCc1cccc(CC)c1NC(=O)CO/N=C(\N)CC(=O)NC1CCCCC1,2,4,-10,26,-3,-19,2,3,-10,-2,11
CCN(CC)C(=O)CC(c1ccc(F)cc1)c1ccco1 (configuration not stated),-1,/,-7,-2,-7,-17,1,6,14,5,/
O=C(O)c1cccc(Cn2c(Cl)c(/C=N/NC(=O)c3ccccc3Cl)sc2=O)c1,-17,-20,/,7,-7,-27,2,16,-4,1,1
C=CCN(CC=C)C(=O)c1cc2ccccc2c(=O)o1,-7,-16,-10,6,12,12,-1,3,4,-9,-1
COc1ccc(N2CCN(CCNC(=O)c3ccc(NC(=O)C4CCCO4)cc3)CC2)cc1 (configuration not stated),2,9,-4,13,10,15,3,17,6,-2,/
C#CCSc1nnc(CNS(=O)(=O)c2ccc(Br)cc2)n1C,4,10,/,8,4,-13,-1,6,-6,0,11
NC(=O)NC(=O)CSc1nc2sc(-c3ccccc3)cc2c(=O)n1-c1ccccc1,-3,19,7,-6,-1,-11,-4,-26,6,1,1
O=C1NN(c2ccccc2)C(=O)C1=Cc1ccccc1O,/,0,-6,1,4,-12,/,12,14,-4,-6
COc1ccc(OCC(=O)Nc2nonc2NC(=O)COc2ccc(OC)cc2)cc1,-3,-1,-5,1,12,-23,0,3,-4,-6,32
COc1ccc2nc(SCC(=O)NCc3ccc(F)cc3)[nH]c2c1,11,13,-7,15,0,-5,3,9,0,-16,-5
CCN(CC)CCNC(=O)C1(O)c2cc(Br)ccc2NC(=O)N1c1c(F)cccc1F (configuration not stated),-24,8,-17,-2,11,-8,0,11,-15,6,-7
Cc1ccc(C(=O)NCc2ccc(F)cc2)cc1NC1=NC2CS(=O)(=O)CC2S1 (configuration not stated),4,-53,-6,16,8,-17,5,13,-14,-6,3
COc1cccc(C(=O)NCCC2=CCCCC2)c1,-32,-16,-4,-158,2,-97,0,-91,12,-1,-12
COc1cc(/C=C2/C(=O)ON=C2C)ccc1OCc1cccc(F)c1,-10,0,-6,45,-4,-69,-1,-11,-18,-2,3
Cc1cccc(Cn2cnc3c(sc4nc(C)cc(C)c43)c2=O)c1,3,-15,-20,-4,11,9,5,7,-13,-14,3

# Next part, overlapping the part above by 5 compounds.
SMILES,MITF TRPM1 inh,Shn3 inh set2,CaV13 ICDI inh,Peg3 prom inh,KKLEB tox,NR2E3 ag-1,NR2E3 ag-2,HIF-2a inh,CF NFkB block,PDI turbidity,Vif inh
CCN(CC)CCNC(=O)C1(O)c2cc(Br)ccc2NC(=O)N1c1c(F)cccc1F (configuration not stated),-24,8,-17,-2,11,-8,0,11,-15,6,-7
Cc1ccc(C(=O)NCc2ccc(F)cc2)cc1NC1=NC2CS(=O)(=O)CC2S1 (configuration not stated),4,-53,-6,16,8,-17,5,13,-14,-6,3
COc1cccc(C(=O)NCCC2=CCCCC2)c1,-32,-16,-4,-158,2,-97,0,-91,12,-1,-12
COc1cc(/C=C2/C(=O)ON=C2C)ccc1OCc1cccc(F)c1,-10,0,-6,45,-4,-69,-1,-11,-18,-2,3
Cc1cccc(Cn2cnc3c(sc4nc(C)cc(C)c43)c2=O)c1,3,-15,-20,-4,11,9,5,7,-13,-14,3
CC(=O)Oc1ccc(N2C(=O)C3C4C=CC(CC4)C3C2=O)cc1[N+](=O)[O-] (configuration not stated),-7,-1,-7,2,4,-20,5,14,-6,-5,-2
COc1ccccc1NC1=NC(CO)(CO)CS1,/,-6,-5,5,-4,-11,2,11,-4,0,15
c1ccc(CSc2ccc(-c3ccco3)nn2)cc1,-45,-54,-2,-248,-15,-120,-2,-233,-11,0,16
CN(Cc1ccccc1)C(=O)N[C@@H](Cc1ccccc1)C(=O)O,-5,-4,-7,5,0,5,-1,6,8,3,10
Cc1ccccc1/[N+]([O-])=C/c1cccs1,3,-8,-5,6,1,-9,4,18,5,7,-6
Cc1cc(NS(=O)(=O)c2ccc(NC(=O)CN3C(=O)NC(C)(c4ccccc4)C3=O)cc2)nc(C)n1 (configuration not stated),-4,-14,-4,-3,-1,-25,-2,4,-9,9,/
CCc1nnc(NC(=O)CSc2nc3cc(OC)c(OC)cc3cc2C)s1,2,3,-7,-4,-3,8,-2,4,5,-1,3
O=C(CN1CCN(Cc2ccc3c(c2)OCO3)CC1)NCC(F)(F)F,-5,-13,-2,11,-2,-15,4,9,5,7,-10
Clc1ccc(Cc2nc(-c3cccnc3)no2)cc1,-20,9,-10,-40,0,-23,1,-125,6,-7,0
CCC(C)(C)c1ccc(OCCCC[n+]2ccccc2)c(C(C)(C)CC)c1,100*,81,-9,93*,-50*,-2,3,25,62*,23,-3
Cc1ccnc(NC(=O)COc2ccc3c(c2)CCC3)c1,-43,-44,-6,-109,-46,-6,-3,-29,28,4,7
O=C(Nc1ccnn1C1CCN(Cc2ccccc2OC(F)F)CC1)c1cccnc1,-4,-6,-7,5,3,17,1,3,-7,-2,8
O=C(Nc1ccncc1)C1CC1c1ccccc1 (configuration not stated),14,65,-4,1,-9,23,1,6,3,-4,-10
O=C(O)c1cccc(NC(=O)c2cccc(S(=O)(=O)Nc3cccc([N+](=O)[O-])c3)c2)c1,-13,5,0,5,4,-13,2,23,-2,-4,-1
COc1ccc(C2=Nc3nc(-c4ccccc4)cn3C(c3ccc(OC)cc3)C2)cc1 (configuration not stated),-16,-1,-6,8,7,-17,/,-9,-2,-2,4
Cc1cccc(NC(=O)NCc2cccnc2)c1C,9,0,/,6,-13,20,-2,16,-3,-7,-17
COc1ccc(S(=O)(=O)N2CCN(C(=O)NCc3ccc(C)cc3)CC2)cc1,12,7,-4,7,2,-40,-1,13,11,-9,3
CCCc1nnc(NC(=O)CCC(=O)N2CCN(CCn3c(C)ccc3C)CC2)s1,0,8,-4,-2,4,1,-3,4,2,-1,6
CC(O)c1nc2ccccc2n1Cc1ccccc1 (configuration not stated),-7,-4,-4,7,4,-17,-2,12,13,-10,14
CC(C)Oc1ccc(CN2CCC2(C)C(=O)NCc2cccc3ccccc23)cc1 (configuration not stated),/,61,-6,-23,-21,37,/,6,10,-7,/
COc1ccc2nc(SCC(=O)Nc3ccccc3OC)[nH]c2c1,-13,10,-20,-18,-14,3,-3,-21,4,6,-9
Cc1ccc([N+](=O)[O-])cc1N=C1C(=O)Nc2ccccc21,8,54,-4,0,0,-12,-4,18,-20,6,5
CC(C)(C)S(=O)N1Cc2cc(CO)cc(-c3ccccc3)c2[C@@H]1CCO (some centres not stated),-1,-3,-4,6,7,-21,/,8,5,-3,/

# In a second layout: entries from further up
SMILES: c1ccc(CSc2ccc(-c3ccco3)nn2)cc1
  MITF TRPM1 inh = -45	Shn3 inh set2 = -54	CaV13 ICDI inh = -2	Peg3 prom inh = -248	KKLEB tox = -15	NR2E3 ag-1 = -120	NR2E3 ag-2 = -2	HIF-2a inh = -233	CF NFkB block = -11	PDI turbidity = 0	Vif inh = 16

SMILES: CN(Cc1ccccc1)C(=O)N[C@@H](Cc1ccccc1)C(=O)O
  MITF TRPM1 inh = -5	Shn3 inh set2 = -4	CaV13 ICDI inh = -7	Peg3 prom inh = 5	KKLEB tox = 0	NR2E3 ag-1 = 5	NR2E3 ag-2 = -1	HIF-2a inh = 6	CF NFkB block = 8	PDI turbidity = 3	Vif inh = 10

# Ordered by value in CaV13 ICDI inh (rising): six of the compounds above.
compound,MITF TRPM1 inh,Shn3 inh set2,CaV13 ICDI inh,Peg3 prom inh,NR2E3 ag-1,NR2E3 ag-2,HIF-2a inh,CF NFkB block,PDI turbidity,Vif inh
COc1ccc2nc(SCC(=O)Nc3ccccc3OC)[nH]c2c1,-13,10,-20,-18,3,-3,-21,4,6,-9
CN(Cc1ccccc1)C(=O)N[C@@H](Cc1ccccc1)C(=O)O,-5,-4,-7,5,5,-1,6,8,3,10
CC(C)Oc1ccc(CN2CCC2(C)C(=O)NCc2cccc3ccccc23)cc1 (configuration not stated),/,61,-6,-23,37,/,6,10,-7,/
COc1ccccc1NC1=NC(CO)(CO)CS1,/,-6,-5,5,-11,2,11,-4,0,15
Cc1ccc([N+](=O)[O-])cc1N=C1C(=O)Nc2ccccc21,8,54,-4,0,-12,-4,18,-20,6,5
c1ccc(CSc2ccc(-c3ccco3)nn2)cc1,-45,-54,-2,-248,-120,-2,-233,-11,0,16
